TSG101-PTAP inh: qHTS Assay for Iinhibitors of HIV-1 Budding by Blocking the Interaction of PTAP/TSG101. 340,000 tested, under 10 active. Fluorescence polarization, FITC-PTAP peptide / Tsg101 binding. Potency, µM (highest dose often 115 µM), for inactives: top-dose activity change, negative = inhibition, actives largely listed as inhibitors. Tumor susceptibility gene 101 protein (Homo sapiens), Q99816. AID 493005, 2010; active = well fitted inhibition curve with a large enough effect in the main read-out, with a control signal flat, not every such curve was filed as active; inconclusive = small, poorly fitted or top-dose-only effect, or effect the other way, or a change in a side signal; inactive = no such curve, though single readings can be large or run the other way; note: potency is the fitted concentration of half-maximal effect; % of control where 0% means no effect
Target sequence (Q99816 whole entry, looked up): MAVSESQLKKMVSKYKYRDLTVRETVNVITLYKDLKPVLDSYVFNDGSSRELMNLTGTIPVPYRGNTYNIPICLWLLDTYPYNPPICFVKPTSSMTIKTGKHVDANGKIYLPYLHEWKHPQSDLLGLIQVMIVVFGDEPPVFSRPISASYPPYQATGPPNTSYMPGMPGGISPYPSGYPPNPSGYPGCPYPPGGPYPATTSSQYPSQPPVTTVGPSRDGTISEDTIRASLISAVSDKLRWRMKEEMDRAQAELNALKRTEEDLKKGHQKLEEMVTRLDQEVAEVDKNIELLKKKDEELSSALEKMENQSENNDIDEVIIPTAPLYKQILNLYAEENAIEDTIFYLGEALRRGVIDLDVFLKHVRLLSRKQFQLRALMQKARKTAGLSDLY
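Steps: Tsg101 binding domain dispensed (10 uM final), compounds pinned in DMSO, FITC-labeled PTAP-motif peptide added (50 nM final); after 20 min binding at room temperature, polarization measured.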
B2AR arrestin: qHTS assay of beta-arrestin-biased ligands of beta2-adrenergic receptor; Beta-2 adrenergic receptor (Homo sapiens), P07550; beta-arrestin recruitment to beta2AR, cell-based reporter; Potency, µM (top dose mostly 46.1 µM), for inactives: at the top dose activation, actives largely listed as activators; 0.02% of 330,000 active; AID 492947, 2010;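 note: potency is the fitted concentration of half-maximal effect; 0% = DMSO controls and full agonism = EC100 isoproterenol or metaproterenol; nearly all actives have a fitted effect of over 65% in size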
GALK inh: qHTS Assay for Inhibitors of Human Galactokinase (GALK); P51570; Purified GALK, Kinase-Glo residual ATP luminescence; Potency, µM (top dose mostly 57.5 µM), for the others: at the highest dose activity change, negative = inhibition, usual class: inhibitors; 0.007% of 270,000 active; AID 1868, 2009; note: potency is the fitted concentration of half-maximal effect; % is set by controls: 0 for no effect and ±100 for the full control effect
Target sequence (P51570 whole entry, looked up): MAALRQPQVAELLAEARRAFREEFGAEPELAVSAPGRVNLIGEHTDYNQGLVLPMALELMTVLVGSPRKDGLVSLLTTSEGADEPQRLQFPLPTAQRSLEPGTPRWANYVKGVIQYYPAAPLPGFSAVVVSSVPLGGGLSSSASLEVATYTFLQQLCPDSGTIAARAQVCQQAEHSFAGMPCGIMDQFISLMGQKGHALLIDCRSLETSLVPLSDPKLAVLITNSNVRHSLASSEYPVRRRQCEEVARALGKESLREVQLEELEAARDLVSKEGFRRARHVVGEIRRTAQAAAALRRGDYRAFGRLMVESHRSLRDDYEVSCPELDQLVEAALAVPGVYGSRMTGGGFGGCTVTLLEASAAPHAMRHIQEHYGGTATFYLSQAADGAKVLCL
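GALK at 5 nM final was combined with compound, 35 uM ATP and 100 uM galactose in HEPES pH8.0 with MgCl2 and DTT. The reaction ran one hour at room temperature before luminescent ATP detection.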
Tb PFK inh: qHTS Assay to Find Inhibitors of T. brucei phosphofructokinase; 0.17% of 330,000 active; T. brucei PFK, ADP-Glo luminescence; ATP-dependent 6-phosphofructokinase (Trypanosoma brucei brucei), O15648; Potency, µM (titrated, usually from 57.5 µM), for the others: at the top dose activity, negative = inhibition, usual class: inhibitors;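 note: potency is the fitted concentration of half-maximal effect; 0% = uninhibited 1x PFK enzyme wells and -100% = no-enzyme wells; nearly all actives have a fitted effect of over 60% in size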
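PFK 1.25 nM, F6P 0.5 mM, ATP 0.1 mM, 0.1 M TEA pH 8.0, 5 mM MgCl2, 0.01% Tween20, 0.1% BSA; 45 min RT. ADP-Glo readout. qHTS titration up to 57 uM; curves fitted, compounds curve-classed.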
PKM2 act: qHTS Assay for Activators of Human Muscle isoform 2 Pyruvate Kinase | Potency, µM (series often up to 57.5 µM), for the others: at the top dose activation, most hits filed as activators | 0.34% of 260,000 active | purified PKM2, Kinase-Glo ATP luminescence, activation; response scale: 0% is enzyme alone, no compound | AID 1631, 2009 | Pyruvate kinase PKM (Homo sapiens), P14618; note: potency is the fitted concentration of half-maximal effect; % is set by controls: 0 for no effect and ±100 for the full control effect; nearly all actives have a fitted effect of over 55% in size
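Purified hPK-M2 (>95% pure) converted ADP (0.1 mM final) to ATP with 0.5 mM PEP in 50 mM imidazole pH7.2, KCl, MgCl2, Tween 20, BSA; 1 h at room temperature. ATP detected by Kinase-Glo luminescence.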
BCR signal inh: qHTS Assay to Find Inhibitors of Chronic Active B-Cell Receptor Signaling. 0.05% of 340,000 active. ABC-DLBCL IkBa-CBG/CBR reporter, luminescence ratio, 4 h. AID 493014, 2011. Potency, µM (series often up to 46.1 µM), without a hit: top-dose ratio change, negative = lower green/red ratio, actives largely listed as inhibitors; active = well fitted inhibition curve with a large enough effect in the signal ratio, with a control signal flat, not every such curve was filed as active; inconclusive = small, poorly fitted or top-dose-only effect, or effect the other way, or a change in a side signal; the % refers to the signal ratio;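 note: potency is the fitted concentration of half-maximal effect; plate controls were basal doxycycline-induced cells for no effect and cells given 10 µM MG132 for full effect; MG132 reads +100%, hits lower the ratio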
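Cell line TMD8 (human ABC DLBCL), stably expressing tet-inducible CBG68-IkBa fusion and CBR; IMDM/0.5% FBS; cpd up to 46 uM; dox induction, 4 h, 37C/5% CO2; dual luminescence; green/red ratio; MG132 control.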
Giardia killer: Small Molecules that selectively kill Giardia lamblia: qHTS. Giardia lamblia trophozoite viability. activity change, % at 7.66 µM, hits read low. 0.15% of 340,000 active; in the data active = activity change below about -80%; inconclusive = between about -30% and that limit;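 note: parasites exposed to compound for two days anaerobically before the ATP read; % is set by controls: 0 for no effect and ±100 for the full control effect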
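Trophozoite viability was measured as ATP-dependent luminescence, read 15-30 min after reagent addition. Before that, parasites at 100 cells/well were exposed to compounds for 48 h, anaerobically, at 37 deg C.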
FBPA coupling cs: qHTS Assay for Inhibitors of Fructose-1,6-bisphosphate Aldolase from Giardia Lamblia: Coupling assay counterscreen | coupling enzyme system counterscreen, AmpLite Red fluorescence | activity change, negative = inhibition, % at 58.2 µM, hits read low | 0.67% of 290,000 active | AID 2472, 2010; in the data active = activity change below about -30%; note: % is set by controls: 0 for no effect and ±100 for the full control effect
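Fluorescence at 525 nm excitation and 598 nm emission measured inhibition of the coupled detection system without aldolase. Compounds (at 57.5 uM final) were preincubated 10 min at room temperature with coupling enzyme reagent before a 20 min substrate/AmpLite Red step.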
Menin-MLL TR inh: qHTS Assay for Inhibitors Targeting the Menin-MLL Interaction in MLL Related Leukemias: Competition With Texas Red Labeled MLL-derived Mutant Peptide | O00255 | Menin + Texas Red MLL mutant peptide, fluorescence polarization | Potency, µM (doses to about 61.6 µM), for the others: at the top dose FP activity change, negative = inhibition, actives largely listed as inhibitors | 0.23% of 270,000 active | AID 1768, 2009; active = well fitted inhibition curve with a large enough effect in the polarisation, with a control signal flat, not every such curve was filed as active; inconclusive = small, poorly fitted or top-dose-only effect, or effect the other way, or a change in a side signal; inactive = no such curve, though single readings can be large or run the other way; the % refers to the polarisation; note: potency is the fitted concentration of half-maximal effect; % of control where 0% means no effect; many of its hits are not listed in these tables
Integrin act MD: qHTS for Activators of Integrin-Mediated Alleviation for Muscular Dystrophy | alpha7betagal myoblasts, beta-gal FDG fluorescence, 48 h | Potency, µM (top dose mostly 38.3 µM), for the others: at the highest dose activation, most hits filed as activators | 0.064% of 350,000 active | AID 624291, 2012;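 note: potency is the fitted concentration of half-maximal effect; 100% = response of the positive control SU9516; nearly all actives have a fitted effect of over 60% in size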
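Alpha7betagal+/- myoblasts (passage 13) were plated 16-24 hr, then exposed to compounds (1:260 dilution of DMSO stock) for 48 hours at 37C. After MPER lysis, β-galactosidase reporter activity was read as FDG fluorescence (ex 480/em 540) after 30 minutes.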
ASM inhibitor: Inhibitors of Secretory Acid Sphingomyelinase (S-ASM): qHTS; Sphingomyelin phosphodiesterase (Homo sapiens), P17405; placental ASM, HMU-PC fluorogenic substrate, 60 min; Potency, µM (top dose mostly 57.5 µM), for the others: top-dose activity change, negative = inhibition, usual class: inhibitors; 0.006% of 340,000 active; AID 504937, 2011; note: potency is the fitted concentration of half-maximal effect
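Fluorescence read-out (Ex 386 nm, Em 447 nm) after stopping the reaction at pH 10. Enzyme: ASM from human placenta; substrate HMU-PC0, 9 uM final; 60 min, 37 °C. Compound preincubation 10 min, ambient temperature.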
* = called active by the depositor; ? = inconclusive; . = not tested or not shown; & = joins results of further samples; [ ] = another dose, or the depositor's remark. Unless noted, calls come from the whole dose curve; as a rule, active = well fitted curve in the direction sought with a large enough effect; inconclusive = small, poorly fitted or top-dose-only effect, or another doubt; inactive = no such curve, though single readings can be large; an effect the other way counts as inactive or inconclusive. Some of the compounds tested. The share of hits here may be higher or lower than overall.

SMILES	TSG101-PTAP inh	B2AR arrestin	GALK inh	Tb PFK inh	PKM2 act	BCR signal inh	Giardia killer	FBPA coupling cs	Menin-MLL TR inh	Integrin act MD	ASM inhibitor
Cc1ccc(S(=O)(=O)n2cnc3ccccc32)cc1[N+](=O)[O-]	-3%	-0.8%	-1%	-17%	.	-1%	7	2	35%[activator]	24%	-2%
O=C1NCCN1C(=O)c1cccc(Cl)c1	-5%	-0.5%	3%	0%	0%	1%	-3	4	-1%	5%	-1%
Cc1cc(NC(=O)c2c(F)cccc2Cl)n(-c2nc3ccccc3[nH]2)n1	0%	0.0%	-3%	2%	-14%	?	-8	-3	?	0%	-16%
CC(=O)NCCn1c(SCC(=O)c2ccc(Cl)cc2)nc2ccccc2c1=O	0%	-0.2%	-2%	2%	-3%	2%	11	5	?	-7%	0%
O=C(CCCOc1ccccc1)Nc1ccc(Cl)cn1	-9%	0.0%	1%	3%	-5%	15%	0	2	9%	42%	-2%
CN1CCCN(S(=O)(=O)c2ccc3ccccc3c2)CC1	-3%	0.0%	6%	1%	20µM*	8%	8	0	1%	-12%	-1%
COc1ccc(NC(=O)c2cccs2)cc1	3%	1.2%	-1%	-1%	-20%	?	-7	-3	18%	34%	3%
CC(=O)N1CCOc2ccc(S(=O)(=O)N3CC(C)CC(C)C3)cc21 (stereo not drawn)	-12%	-0.2%	9%	-1%	.	-2%	-22	2	-2%	-3%	-3%
CCc1nn(CCCN2CCN(c3cccc(Cl)c3)CC2)c(=O)n1CCOc1ccccc1	-1%&-2%	-0.3%&-1.2%	-2%	-2%&-1%	4%&-2%	?	3&6	-1&0&4&0	?	.	-2%&-1%
CC(C)CC(=O)Nc1cccc(-c2nc3ccccc3o2)c1	-5%	0.1%	4%	3%	2%	4%	6	1	5%	11%	-1%
COc1ccc(C)cc1Nc1nc(C)nc2c1oc1ccccc12	0%	0.3%	-1%	1%	.	?	-16	-3	2%	-10%	14%
COc1ccc(C(=O)NCC2(c3ccc(OC)c(OC)c3)CCCC2)c(OC)c1	-12%	7.3%	-3%	5%	-13%	-4%	-2	1	?	?	0%
N#Cc1cccc(NC(=O)COC(=O)c2ccc3c(=O)n4c(nc3c2)CCC4)c1	.	2.7%	3%	-4%	4%	1%	.	1	14%	.	.
Cc1ccsc1/C=N/NC(=O)CNC(=O)c1ccccc1	-6%	0.2%	-1%	-1%	.	-19%	-30	3	6%	20%	-8%
COc1ccc2c(CC(=O)Nc3ncc(C)s3)coc2c1	0%	0.3%	-8%	-9%	0%	?	6	1	?	30%	12%
O=C(CN1CCOCC1)NN=C(c1ccccc1)c1ccccc1	-3%	-2.0%	1%	-8%	-1%	11%	-3	4	2%	-352%[inhibitor]	0%
CN(C)S(=O)(=O)c1cccc(CNCC2COc3ccccc3O2)c1 (stereo not drawn)	2%	0.1%	-1%	2%	.	-5%	4	-1	?	-34%	3%
COc1ccc(CN(C(=O)c2cccs2)c2nccs2)cc1OC	-10%	-0.3%	-2%	-5%	-7%	-7%	21	2	-12%	-19%	4%
Cc1ccc(NC(=O)c2nc[nH]c2C(=O)N[C@H](C)c2ccccc2)cc1	-9%	-0.9%	.	-4%	.	?	-9	.	.	-18%	-18%
Cc1cccc(NC(=O)c2ccc(NCCc3ccccc3)c([N+](=O)[O-])c2)c1	?	-0.1%	1%	0%	-3%	0%	-23	-3	14%	-1%	-12%
CCn1c(CC(C)C)n[nH]c1=S	-1%	-0.9%	1%	1%	-2%	7%	-1	0	-12%	-7%	-2%
CCOC(=O)C1(Cc2ccc(Cl)cc2)CCN(C(=O)c2ccoc2)CC1	-2%	-0.7%	0%	-1%	-2%	-1%	16	4	?	-14%	-1%
CCc1cccc(NC(=O)C2CCCN2S(=O)(=O)c2ccc3c(c2)CC(C)N3C(C)=O)c1 (stereo not drawn)	-8%	-2.8%	.	0%	19%	?	11	-4	9%	5%	-1%
COc1cc(C(=O)NCC(=O)NCC2COc3ccccc3O2)cc(OC)c1OC (stereo not drawn)	-1%	0.1%	.	0%	.	-1%	-11	.	.	-16%	1%
NC(=O)c1ccc(-n2nc(C(F)(F)F)c3c2CCCC3)cc1	-5%	-0.3%	3%	-4%	-4%	-3%	13	5	-1%	6%	-3%
Going on with the list:
SMILES	TSG101-PTAP inh	B2AR arrestin	GALK inh	Tb PFK inh	PKM2 act	BCR signal inh	Giardia killer	FBPA coupling cs	Menin-MLL TR inh	Integrin act MD	ASM inhibitor
NCCS(=O)(=O)NC1CCCCC1	-2%	0.0%	-4%	0%	-1%	-9%	1	0	0%	?	4%
CC(=O)c1ccc(OCCCC(=O)Nc2ccc(S(=O)(=O)N3CCOCC3)cc2)cc1	-1%	-0.4%	.	4%	.	9%	-4	.	.	-3%	.
COc1ccc2nc(SCC(=O)NC3CCCc4ccccc43)[nH]c2c1 (stereo not drawn)	-1%	-0.4%	1%	0%	12%	2%	-4	-1	9%	14%	0%
CCn1c(C)cc(C(=O)CSc2nnnn2C2CCCC2)c1C	-6%	-0.1%	.	0%	.	-2%	12	.	.	-2%	1%
CC(NC(=O)C(=O)N1CCOCC1)C(c1cccs1)N1CCN(c2ccccc2F)CC1 (stereo not drawn)	-2%	-0.1%	-4%	-2%	.	0%	-3	.	.	20%	2%
O=C(Oc1ccc(/C=N/NC(=O)c2ccccc2O)cc1)c1ccccc1	-9%	-0.1%	0%	-1%	-9%	?	-5	0	?	4%	-7%
CC(=O)c1c(C)nc2ccc(C)cc2c1-c1ccccc1	0%	-0.3%	-2%	1%	2%	6%	3	5	-16%	-15%	8%
C=CCNC(=O)CN1CCC(c2nc3cc(C)c(C)cc3[nH]2)CC1	-1%	-0.3%	0%	-4%	.	4%	6	2	0%	19%	3%
CCOC(=O)c1ccc(NC(=O)CCCN2C(=O)NC3(CCCC3)C2=O)cc1	-4%	-0.1%	.	0%	.	9%	-22	.	.	0%	1%
CS(=O)(=O)N(CC(=O)Nc1c(F)cccc1F)Cc1ccccc1	-8%	0.0%	-7%	-26%	-4%[11.5 µM]	-3%	-21	0	2%	-8%	2%
Cc1ccccc1C1c2[nH]c3ccccc3c2CCN1C(=O)c1ccc(=O)n(C)n1 (stereo not drawn)	2%	0.3%	-2%	-2%	14%	?	-14	4	-11%	18%	-21%
CCCCOP(=O)(c1ccc(N(C)C)cc1)C(O)c1cc(OC)c(OC)c(OC)c1 (stereo not drawn)	0%	-0.1%	.	-1%	-6%	0%	-1	-1	.	-13%	-2%

Rewritten with two lines to a compound: part of the list above.
Every second line gives: TSG101-PTAP inh | B2AR arrestin | GALK inh | Tb PFK inh | PKM2 act | BCR signal inh | Giardia killer | FBPA coupling cs | Menin-MLL TR inh | Integrin act MD | ASM inhibitor
COc1ccc2nc(SCC(=O)NC3CCCc4ccccc43)[nH]c2c1 (stereo not drawn)
→ -1% | -0.4% | 1% | 0% | 12% | 2% | -4 | -1 | 9% | 14% | 0%
CCn1c(C)cc(C(=O)CSc2nnnn2C2CCCC2)c1C
→ -6% | -0.1% | . | 0% | . | -2% | 12 | . | . | -2% | 1%
CC(NC(=O)C(=O)N1CCOCC1)C(c1cccs1)N1CCN(c2ccccc2F)CC1 (stereo not drawn)
→ -2% | -0.1% | -4% | -2% | . | 0% | -3 | . | . | 20% | 2%
O=C(Oc1ccc(/C=N/NC(=O)c2ccccc2O)cc1)c1ccccc1
→ -9% | -0.1% | 0% | -1% | -9% | ? | -5 | 0 | ? | 4% | -7%
CC(=O)c1c(C)nc2ccc(C)cc2c1-c1ccccc1
→ 0% | -0.3% | -2% | 1% | 2% | 6% | 3 | 5 | -16% | -15% | 8%
